ERK EGF block = EGF-driven ERK pathway inhibition; HEK293-V1b, EGF-stimulated phospho-ERK AlphaScreen; Potency, µM (titrated, usually from 11.5 µM), without a hit: at the highest dose activity change, negative = inhibition, most hits filed as inhibitors; 0.41% of 130,000 active; active = well fitted inhibition curve with a large enough effect; inconclusive = small, poorly fitted or top-dose-only effect, or effect the other way;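 note: plate controls were stimulated vehicle wells for no effect and unstimulated vehicle basal for full effect; nearly all actives have a fitted effect of over 55% in size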
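HEK293 cells stably expressing V1b receptor, serum-reduced (1% FBS) overnight, got compound for 30 min at 37C, then 25 nM EGF for 5 min. Lysate phospho-ERK read by AlphaScreen SureFire; AC50 from Hill fits.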
Starred values were filed as active, the others as inactive; u = inconclusive; [ ] = another dose, or the depositor's remark. Potency is the fitted concentration of half-maximal effect. Not all compounds are listed (hit frequency here may not be typical).

ERK EGF block,Molecule
5%,O=C(O)C1(P(=O)(c2ccc(Cl)cc2)c2ccc(Cl)cc2)CCCC1
u,C=CCSc1nc2c(c(=O)[nH]c(=O)n2C)n1Cc1ccc(C)cc1
-1%,Cc1ccc(NC(=S)N(CCCN2CCCC2)Cc2cccn2Cc2ccc(Cl)cc2)cc1C
-5%,CC(O)c1cccc(NC(=O)C2CCCCC2)c1 (stereo not drawn)
8%,Nc1ccc(CN2CCCCCC2)cc1
-1%,COC(=O)N1[C@H](C)C=C[C@]1(Cc1ccccc1)C(=O)OC
-10%,Cc1c(Br)c([N+](=O)[O-])nn1CC(=O)Nc1ccc(CC#N)cc1
-4%[57.5 µM],COc1ccc(NC(=O)CCN2C(=O)c3ccncc3C2=O)cc1OC
-2%,COc1ccc(/C=C(/CC(=O)Nc2ccc(C)cc2)c2nc3ccccc3s2)cc1
-5%,CCOC(=O)C1CCN(C(=O)CSc2ccc(Br)cc2)CC1
-1%,Fc1cccc(Cl)c1Cn1nnc2c(NCc3ccncc3)ncnc21
4%,COc1ccc(CCNC(=S)N2CCC(C(=O)c3ccc(F)cc3)CC2)cc1OC
-2%,O=c1c2ccccc2cnn1Cc1cccc(Br)c1
1%,CCOC(=O)Cc1ncccc1C(=O)Nc1ccc(OC(F)(F)F)cc1
-16%,COc1ccc(-c2nn(-c3ccccc3)cc2/C=N/Nc2ccccn2)cc1
-2%[57.5 µM],O=C(Cn1nnc(-c2ccc(N3CCOCC3)cc2)n1)N1CCOCC1
-42%,COc1cc2ncc(S(=O)(=O)c3ccccc3)c(N3CCC4(CC3)OCCO4)c2cc1OC
10%,COc1cc(C)c(NC(=S)Nc2cccc(Cl)c2C)cc1OC
3%,C=CCn1c(SCC(=O)NCC)nnc1-c1cc2c(s1)CCC(CC)C2 (stereo not drawn)
u,N/C(=N\OC(=O)COc1ccc2ccccc2c1Br)c1ccccn1

No new results follow: four of the compounds above.
ERK EGF block,Molecule
-42%,COc1cc2ncc(S(=O)(=O)c3ccccc3)c(N3CCC4(CC3)OCCO4)c2cc1OC
10%,COc1cc(C)c(NC(=S)Nc2cccc(Cl)c2C)cc1OC
3%,C=CCn1c(SCC(=O)NCC)nnc1-c1cc2c(s1)CCC(CC)C2 (stereo not drawn)
u,N/C(=N\OC(=O)COc1ccc2ccccc2c1Br)c1ccccn1

The list continues.
ERK EGF block,Molecule
-3%,NNC(=O)COc1cccc(C(F)(F)F)c1
-6%,FC(F)(F)c1nc(=S)c2ccccc2[nH]1
7%,CC(=O)Nc1cccc(C2=CC(c3ccco3)n3ncnc3N2)c1 (stereo not drawn)
12%,OCCC1CN(Cc2cc3c(cc2Cl)OCO3)CCN1C1CCCCC1 (stereo not drawn)
7%,O=C(CC1S/C(=N/N=C/c2cccs2)NC1=O)Nc1ccc(Cl)cc1 (stereo not drawn)
-7%,O=c1c2ccccc2nc2ccc(NCc3cccs3)nn12
-7%,O=C(COC(=O)c1ccc(-c2nnc(-c3ccccc3)o2)cc1)c1ccccc1
3%,O=C(NN1C(=O)c2ccccc2NC1c1ccc([N+](=O)[O-])o1)c1ccc(Br)cc1 (stereo not drawn)
0%,CCCC1OC23CCCCC2C(C#N)(C#N)C1(C#N)C(=N)O3 (stereo not drawn)
8%,Cc1nn(C)c(Cl)c1CN1CCCC(CCC(=O)NCc2ccccc2F)C1 (stereo not drawn)
5%,CC(C)(C)C(=O)Nc1ccccc1C(=O)NCCCn1ccnc1
-3%,CN(C)S(=O)(=O)c1cccc(NC(=O)c2cc(=O)[nH]c3ccccc23)c1
16%[57.5 µM],COc1cccc2sc(/N=C/N(C)C)nc12
5%,NC(CCC(=O)NCS(=O)(=O)O)C(=O)O (stereo not drawn)
5%,O=C(O)CC(Cc1ccc(Cl)cc1)C(=O)NCc1ccccc1 (stereo not drawn)
-4%,C1CNCCNCCCNCCNC1
-5%,COc1cc(C2CC(=O)N(CC(=O)NCC3CCCO3)c3ccccc3S2)cc(OC)c1OC (stereo not drawn)
3%,CCCC(C(=O)NC(C)(C)C)N(C(=O)c1snc(C(N)=O)c1N)c1ccc2c(c1)OCCO2 (stereo not drawn)
20%[57.5 µM],O=S(=O)(NCc1c(Cl)cccc1Oc1ccccc1)c1ccccc1
13%,O=C(CNS(=O)(=O)c1ccccc1)N/N=C\c1ccc(Cl)cc1

Shown as tab-separated lines: entries from further up.
Compound	ERK EGF block
COc1cccc2sc(/N=C/N(C)C)nc12	16%[57.5 µM]
NC(CCC(=O)NCS(=O)(=O)O)C(=O)O (stereo not drawn)	5%
O=C(O)CC(Cc1ccc(Cl)cc1)C(=O)NCc1ccccc1 (stereo not drawn)	5%
C1CNCCNCCCNCCNC1	-4%
COc1cc(C2CC(=O)N(CC(=O)NCC3CCCO3)c3ccccc3S2)cc(OC)c1OC (stereo not drawn)	-5%
CCCC(C(=O)NC(C)(C)C)N(C(=O)c1snc(C(N)=O)c1N)c1ccc2c(c1)OCCO2 (stereo not drawn)	3%

6 compounds already listed, arranged by SMILES length, lowest first:
ERK EGF block,Molecule
16%[57.5 µM],COc1cccc2sc(/N=C/N(C)C)nc12
-7%,O=c1c2ccccc2nc2ccc(NCc3cccs3)nn12
5%,O=C(O)CC(Cc1ccc(Cl)cc1)C(=O)NCc1ccccc1 (stereo not drawn)
7%,CC(=O)Nc1cccc(C2=CC(c3ccco3)n3ncnc3N2)c1 (stereo not drawn)
13%,O=C(CNS(=O)(=O)c1ccccc1)N/N=C\c1ccc(Cl)cc1
8%,Cc1nn(C)c(Cl)c1CN1CCCC(CCC(=O)NCc2ccccc2F)C1 (stereo not drawn)

Other structures follow.
ERK EGF block,Molecule
2%[57.5 µM],O=C(/C=C/c1ccc2c(c1)OCO2)NCc1ccncc1
-4%,CC(C)[N+]1(C)[C@@H]2CC[C@H]1CC(OC(=O)[C@@H](CO)c1ccccc1)C2 (stereo partly drawn)
2%,Cc1nc2ccc(C(=O)N/N=C/c3cc([N+](=O)[O-])ccc3O)cc2[nH]1
14%,Cc1ccc(N2C(=O)C3C(c4ccccc4)N4CCCN4C3(C)C2=O)cc1 (stereo not drawn)
8%,Cc1cc(Nc2ccc(Cl)cc2)nc(NCc2ccccc2)n1
-19%[57.5 µM],CC(=O)c1ccccc1OC(=O)c1c(F)cccc1F
-7%[57.5 µM],NS(=O)(=O)c1ccc(CCNC(=O)CSc2ccc(Cl)cc2Cl)cc1
4%,CC(C)CCNC(=O)C(=O)Nc1ccccc1
-3%,CCCCC(=O)NNC(=S)NC(=O)CCC
-8%,COc1cc(C=O)ccc1OC(=O)c1ccncc1
28%[57.5 µM],CS(=O)(=O)CC(=O)Nc1ccc2nc3n(c(=O)c2c1)CCCCC3
u,CN=c1scc(C)n1/N=C/c1cc(Br)c(O)c(OC)c1
-8%[57.5 µM],OCCC1CN(Cc2cc(F)ccc2-n2cccn2)CCN1C1CCCC1 (stereo not drawn)
4%,Cc1ccccc1NC(=O)CCN1CCN(Cc2ccccc2)CC1
5%,O=C(COC(=O)c1cnccn1)NCCc1ccc(Cl)cc1Cl
4%,c1ccc(CSc2ccc(-c3cccnc3)nn2)cc1
2%,CC(C)OC(=O)CC1C(=O)NCCN1C(=S)NC(=O)CCc1ccccc1 (stereo not drawn)
-4%,CC(=O)Nc1ccc(/C(C)=N/NC(=O)c2ccc(CN3CCOCC3)cc2)cc1
0%,Cc1ccc(NC(=S)NCC2CCCO2)c(OC(F)F)c1 (stereo not drawn)
0%,O=C(O)c1ccc(Nc2ncnc3c2cnn3Cc2ccccc2)cc1
1%,COc1cccc(/C=C2\SC(=O)N(CCC(=O)NNC(=O)c3ccccc3Cl)C2=O)c1
-5%,C[C@@H](C(=O)Nc1ccc2ccccc2c1)[C@@H]1C[C@@]1(C)[C@@H](N)c1ccccc1
0%[57.5 µM],Cc1nc(/N=C(\N)N(C)C)[nH]c(=O)c1C
-3%,Cc1c(Br)c([N+](=O)[O-])nn1CC(=O)c1ccccc1
6%,CC1(C)CC(=O)C/C(=N\NC(=O)CCc2ccc(S(=O)(=O)N3CCOCC3)cc2)C1
8%,CC[N+](CC)(CC=C(C)C)CC(=O)OC
10%,Cc1ccc(-c2cc(C(=O)O)c3cc(Br)ccc3n2)o1
2%,COc1ccc(CCNC(N)=S)cc1OC
8%,S=c1[nH]cc(-c2ccccc2)n1-c1cccc(Cl)c1
u,c1ccc2cc(OCc3nc4ccccc4[nH]3)ccc2c1
-3%,COc1ccc(C)cc1NC(=O)C(OC(=O)C1CC1)c1ccccc1 (stereo not drawn)
10%,COc1ccc([N+](=O)[O-])cc1NC(=O)C(C)N(C)Cc1cccc(OC)c1OC (stereo not drawn)
24%[57.5 µM],COC(=O)/C=C1\S/C(=N\N=C\CC(=O)OC)NC1=O
-4%,COc1ccc(CC(=O)Nc2ccc3nc(SC)sc3c2)cc1OC
-9%[57.5 µM],CCN(CCn1cccn1)Cc1ccccc1OCC(O)CN1CCc2ccccc2C1 (stereo not drawn)
-4%,COCCNC(=O)c1n[nH]c2ccccc12
-1%,O=S(=O)(NCC1CCCO1)c1ccc(S(=O)(=O)N(Cc2ccc(F)cc2)Cc2ccco2)cc1 (stereo not drawn)
-3%,O=C(N/N=C/c1ccccc1Br)C1CC1
4%,Cc1nn(Cc2ccc(F)cc2)c2sc(C(=O)Nc3ccc(N4CCOCC4)cc3N3CCOCC3)cc12
-3%,O=[N+]([O-])c1cc(-c2nc3nc4ccccc4nc3n2CCc2ccccc2)cc([N+](=O)[O-])c1
3%[57.5 µM],CCCC1=NN2C(=N)/C(=C\c3cc(C)n(Cc4ccccc4)c3C)C(=O)N=C2S1
-3%,O=[N+]([O-])c1ccc(COc2cccnc2)cc1
1%,C=CCN1C(=O)C(O)(CC(=O)c2ccco2)c2cc(Br)ccc21 (stereo not drawn)
6%,C=CCn1c(-c2sccc2C)n[nH]c1=S
-4%,CN(C)CCCN(C(=O)C1COc2ccccc2O1)c1nc2ccc(F)cc2s1 (stereo not drawn)
-4%[57.5 µM],Cc1ccc(S(=O)(=O)NC(=O)Nc2cc(C(C)(C)C)on2)cc1
4%,COC(=O)[C@@]1(Cc2ccc(F)cc2)[C@@H]2C(=CC(=O)[C@H]2CC(=O)C(=O)N2CCCC2)CN1C(=O)c1ccccc1
-11%,COc1ccc(OCC(=O)NNC(=O)CCc2ccccc2)cc1
-2%[57.5 µM],O=c1n(Cc2ccccc2)nc2n1-c1ccccc1SC2
5%,COc1ccc(/C=N/NC(=O)c2cccc(NC(=O)c3ccc(Cl)cc3)c2)c(OC)c1
-5%,CC(NC(=O)c1ccnn1C)C1CCCO1 (stereo not drawn)
-2%[25.7 µM],Cc1c(-c2ccccc2)oc2c(C(=O)OCCN3CCCCC3)cccc2c1=O
4%,COc1ccc(C2C(C(C)=O)=C(Nc3ccccc3)CC(C)(O)C2C(C)=O)cc1OC (stereo not drawn)
-2%,Cc1nnc(SCC(=O)NCC(=O)Nc2ccc(F)c(F)c2F)n1Cc1ccccc1
-17%[57.5 µM],Cc1occc1-c1nnc(SCC(=O)O)n1-c1ccccc1
u,CC(NC(=O)c1cc(COc2ccc3ncccc3c2)on1)c1ccc(F)cc1 (stereo not drawn)
-10%[57.5 µM],Cc1cc(C(=O)NNS(=O)(=O)c2ccc(C(C)(C)C)cc2)nn1C(C)(C)C
1%[57.5 µM],COc1ccccc1N(CC(=O)Nc1c(C)n(C)n(-c2ccccc2)c1=O)S(=O)(=O)c1ccc(C)cc1
6%,O=C1NC(=Nc2ccc(F)cc2)CS1
0%,O=C(CN1C(=O)CCS(=O)(=O)c2ccccc21)NCc1ccccc1

Going on with the list:
ERK EGF block,Molecule
16%,COC(=O)C1=C(N)OC2=C(C(=O)CCC2)C1c1cccnc1 (stereo not drawn)
10%,Cc1cc(Cl)ccc1NC(=S)Nc1ccccn1
-4%,COc1ccc(C(=O)NC(Cc2ccc(OC(=O)c3ccc(OC)cc3)cc2)C(=O)O)cc1 (stereo not drawn)
5%,Cc1cc(C)c2cc(CN(CCCN(C)C)C(=S)NCc3ccccc3)c(=O)[nH]c2c1
1%,COc1ccc(C(=O)NCc2nnc(SCC(=O)Nc3nc4ccccc4s3)o2)cc1
6%,CCCCc1nc2cc(Cl)ccc2o1
6%,CC1=Nc2ccccc2/C1=C/c1nc(-c2ccc(C)s2)oc1O
4%,COc1cccc2cc(C(=O)Oc3ccc(NC(C)=O)cc3)c(=O)oc12
4%,CCc1nnc(NC(=O)c2cc(-c3ccccn3)nc3ccccc23)s1
-1%[57.5 µM],COc1ccc(C(C2C(=O)CC(C)(C)CC2=O)C2C(=O)CC(C)(C)CC2=O)cc1
7%,O=C(Cn1c(=O)c2sccc2n(Cc2cccc([N+](=O)[O-])c2)c1=O)NCCc1ccccc1
2%,COc1ccc(OCC(=O)Nn2c(-c3ccc(OC)cc3)nc3ccccc3c2=O)cc1
2%,CCOC(=O)c1c(C)[nH]c(C(=O)COC(=O)CCS(=O)(=O)c2ccc(C)cc2)c1C
u,COC(OC)c1ccc(C#N)c(SCc2ccc(C)cc2)n1
-8%[57.5 µM],CC(=O)Nc1ccc(-c2cc(C(=O)O)c3ccc(C)cc3n2)cc1
-4%,C=CCN1C(=O)NC(c2ccc(OC)cc2)(C(F)(F)F)S/C1=C(\C#N)c1nnc(N2CCOCC2)n1-c1ccccc1 (stereo not drawn)
-4%[57.5 µM],COc1ccc(S(=O)(=O)N2CCOC2CNC(=O)C(=O)NCc2ccco2)cc1C (stereo not drawn)
-10%,CCC(=O)Oc1ccc(NC(=O)CSCc2ccccc2)cc1
u,CCCN1C(=O)S/C(=C\c2ccc(N3CCOCC3)o2)C1=O
-6%,COc1cc(OC)cc(C(=O)N[C@H](C(=O)OCC(=O)Nc2ccc(F)c(F)c2)C(C)C)c1
-4%,O=C(c1sc2cc([N+](=O)[O-])ccc2c1Cl)N1CCOCC1
-5%,COc1cc(/C=C/C(=O)O)cc(S(=O)(=O)N(CC(C)C)CC(C)C)c1OC
